# H9c2 TAG inh = inhibitors of triacylglycerol accumulation, primary screen, cell-based, uHTS, fluorescence, H9c2 | H9c2 cells, Nile Red lipid (TAG) fluorescence; cells loaded with 200 µM oleic acid | AID 651582, 2012 | inhibition, % at 12.5 µM | actives 0.66% (n = 230,000);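 active = pattern-corrected inhibition of lipid staining of at least 50% with the nuclear-stain viability signal not falling by more than 50%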;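 note: 0% = DMSO wells and 100% = triacsin C control wells; some results filed as inactive read as strong as hits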
# H9c2 TAG inh DAPI viability = recorded beside H9c2 TAG inh, whose call it bears; DAPI nuclei signal change (viability), lower = more cytotoxic, %;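 whole-well DAPI fluorescence read on a plate reader as a viability signal; minus 50 percent equals half of cells still viable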
# An asterisk follows results filed as active.
SMILES,H9c2 TAG inh,H9c2 TAG inh DAPI viability
COCCN(C(=O)CSc1nnc(Nc2ccccc2F)s1)c1c(N)n(Cc2ccccc2)c(=O)[nH]c1=O,19,16
Cc1onc(-c2ccccc2)c1C(=O)N/N=C/c1c[nH]c2ccccc12,-5,-7
COc1cc(C(c2sc3nc(C)nn3c2O)N2CCOCC2)cc(OC)c1OC (stereo unspecified),18,-6
O=C(CN1C(=O)c2ccccc2S1(=O)=O)c1ccc(OC(F)F)cc1,-5,17
COc1ccc(/C=N/NC2=NCCCCC2)c(OC)c1,7,10
CCCN(CC(=O)Nc1ccccc1C)C(=O)C1CC(=O)N(c2ccc(C)cc2)C1 (stereo unspecified),-16,-2
COc1ccc(CCn2c(=O)c3cccnc3n(Cc3cccc([N+](=O)[O-])c3)c2=O)cc1OC,2,-9
Cc1ccccc1S(=O)(=O)c1c(C)cc(C)n(C)c1=O,-2,-10
O=C1C(O)CCN1C1CCCCC1 (stereo unspecified),0,7
COC(=O)c1ccccc1NC(=O)c1ccco1,-17,14
Cc1c([N+](=O)[O-])c([N+](=O)[O-])nn1CC(=O)N1CCOCC1,-5,8
COC(=O)CC(NC(=O)c1ccco1)c1cccc2ccccc12 (stereo unspecified),-28,4
COCC(C)n1c(SCC(=O)N2CC(=O)Nc3ccccc32)nc2ccccc2c1=O (stereo unspecified),9,-4
C[C@@H]1CCCCO[C@H](CN(C)C(=O)Nc2cccc3ccccc23)[C@@H](C)CN([C@H](C)CO)C(=O)c2cc(N(C)C)ccc2O1,5,-8
Cc1ccc(S(=O)(=O)N2CCCCC2)cc1NC(=O)c1ccccc1Cl,19,-5
Cc1ccc(NC(=O)c2n[nH]c(=O)c3ccccc23)cc1S(=O)(=O)N1CCOCC1,-8,9
CCC(=O)Nc1cccc(C2=NOC3(C2)C[C@H](C(N)=O)N(C(=O)CC#N)C3)c1 (stereo partly specified),12,-6
O=S(=O)(c1ccccc1)N1CCN=C1SCc1cccnc1,2,-8
O=C(CCl)NC1CCCc2ccccc21 (stereo unspecified),5,-3
CC1(C(=O)NS(=O)(=O)C2CC2)CCCN(C(=O)c2ccccc2C(F)(F)F)C1 (stereo unspecified),6,-7
COc1ccc(-c2csc(C(C)(O)c3cccc(F)c3)n2)cn1 (stereo unspecified),7,-2
O=C(CN(c1cc(C(F)(F)F)ccc1Cl)S(=O)(=O)c1ccccc1)NCc1cccnc1,2,-1
Cc1cc(C)nc(/N=C(\NC(=O)C(C)(C)C)Nc2ccccc2)n1,14,-3
CN1CCN(CC(=O)Nc2ccc([N+](=O)[O-])cc2Br)CC1,12,-10
CC(C)NC(=O)c1cc2c(-c3ccc(Cl)cc3)nn(C)c2s1,30,-1
# Continued:
SMILES,H9c2 TAG inh,H9c2 TAG inh DAPI viability
COc1ccc(F)cc1-c1cc(C(=O)NCc2cccc(Cl)c2)[nH]n1,5,2
Cn1c(=O)cc(N)n(Cc2ccccc2)c1=O,-13,6
CCN(CC)S(=O)(=O)c1ccc(C(=O)OCn2nnc3ccccc3c2=O)cc1,10,4
O=C(NCC1CCCO1)C(c1cccs1)N(Cc1cccs1)C(=O)Cn1nnc(-c2cccs2)n1 (stereo unspecified),11,1
CC(=O)Nc1ccc2c(c1)C(N1CC3CCC(CC3)C1)c1ccccc1-2 (stereo unspecified),29,-20
CC(OC(=O)c1ccc(NC(=O)CC#N)cc1)C(=O)Nc1ccc(Oc2ccccc2)cc1 (stereo unspecified),12,-5
N#Cc1c(/N=C/c2cccs2)sc2c1CCCCC2,-11,3
NC(=NC(=O)c1ccccc1)N1CCN(C(c2ccccc2)c2ccccc2)CC1,1,6
COc1ccccc1CCC(=O)OCC(=O)Nc1cc(C)nn1-c1ccccc1,-1,-5
CCOC(=O)N1CCN(C(=S)NC(=O)c2cc(Br)ccc2Cl)CC1,-10,2
CN(Cc1ccccc1)C(=O)c1ccc(NC(=O)Cc2cccc(NC(=O)C3CCCN(C(=O)CCc4ccccc4)C3)c2)cc1 (stereo unspecified),4,1
CSc1nnnn1-c1c(C)cc(C)cc1C,-11,0
Cc1nc2nc(SCC(=O)NCc3ccco3)nn2c(C)c1Cc1c(F)cccc1Cl,8,7
NC(=O)c1cc([N+](=O)[O-])c(Cl)cc1NCc1ccncc1,7,-3
CCCCCCCc1nc2nc(C)c(Br)c(=O)n2[nH]1,6,6
O=C(CCC(=O)c1cccs1)Nc1ccc(N2CCCCC2)cc1,3,-10
CCOC(=O)N1CCN(C(=O)c2oc3ccc(S(=O)(=O)N4CCOCC4)cc3c2C)CC1,-1,-8
COc1ccc(C(=O)NC2CCc3ccccc32)cc1OC1CCN(C(C)=O)CC1 (stereo unspecified),0,0
Cc1noc(NS(=O)(=O)c2ccc(NC(=O)/C=C/c3ccc(C(C)C)cc3)cc2)c1C,-10,-4
O=C(N/N=C/c1ccc([N+](=O)[O-])cc1)C(=O)N1CCCC1,-7,0
CC(C)COC(=O)N(C)C[C@@H]1OCc2cn(nn2)CCCC(=O)N([C@@H](C)CO)C[C@H]1C,-10,13
CCOc1ccc2nc(SCC(=O)NCc3ccccc3)[nH]c2c1,-6,0
N#Cc1ccccc1OCC(=O)OCC(=O)NC1CC1,-10,9
O=C(Nc1ccon1)c1nc[nH]c1C(=O)N1CCN(c2ccccc2)CC1,-6,3
CCCNC(=O)c1cc(C2CCCCN2S(=O)(=O)c2ccc(F)cc2F)on1 (stereo unspecified),-6,2
# Carrying on.
SMILES,H9c2 TAG inh,H9c2 TAG inh DAPI viability
c1ccc(-n2c(-c3ccco3)nnc2-c2ccco2)cc1,4,-10
CCOC(=O)C1C(=O)CC(C)(O)C(C(=O)OCC)C1c1cccc(OC(F)(F)C(F)F)c1 (stereo unspecified),-22,-2
Cc1ccc2nc(N3C(=O)C(O)=C(C(=O)c4cc5ccccc5o4)C3c3cccs3)sc2c1 (stereo unspecified),0,8
NS(=O)(=O)c1ccc(N=Nc2c(O)ccc3ccccc23)cc1,-15,10
Cc1nc2sc3c(c2c(=O)n1N)CCC3,-5,12
O=C(c1ccccc1)N1CCc2ccccc21,-7,5
CCOC(=O)c1csc(NC(=O)CSc2nnnn2CC)n1,7,-7
O=C1[C@H]2CC3CCC2(O3)[C@@H]2OCCCN12 (stereo partly specified),10,-8
COc1ccc(C(C)=O)cc1COc1ccc(-n2cnnn2)cc1,2,-12
CN(C)S(=O)(=O)c1ccc(Cl)c(C(=O)OCC(=O)NNC(=O)c2cccs2)c1,10,8
O=C(CC1C(=O)NCCN1Cc1cccc(C(F)(F)F)c1)NC1CCCCCC1 (stereo unspecified),18,-9
CCC1(C(=O)OC)NC(c2ccco2)C2C(=O)N(c3ccccc3)C(=O)C21 (stereo unspecified),-1,-10
CCOc1ccc(CSCCNC(=S)Nc2ccc(OC)cc2)cc1,-23,2
Oc1ccc(-n2cnnn2)cc1,12,6
CCc1nnc(NC(=O)CSc2nc3c(cc2C#N)CCC3)s1,-32,28
CC1CCCN(C(=O)COC(=O)COc2ccc(Cl)cc2)C1 (stereo unspecified),-10,-5
Fc1ccc(CN2C3=NCCCN3c3ccccc32)cc1,-19,13
Cc1ccc(OCCc2csc(N)n2)cc1,-1,-3
N#CC1=C(N)OC2=C(C(=O)CCC2)C1c1cc2c(cc1Cl)OCO2 (stereo unspecified),8,-8
Cc1cccc(NC(=O)c2cc(S(=O)(=O)N3CCCCC3)c[nH]2)c1,-13,-7
O=C1OC(Oc2ccc(Br)cc2)(c2ccccc2)c2ccccc21 (stereo unspecified),-31,7
Cc1cc(C(=O)N/N=C/c2ccc([N+](=O)[O-])o2)c(C)o1,-7,18
FC(F)(F)c1nnc2ccc(N3CCOCC3)nn12,-7,-1
N#Cc1ccc(S(=O)(=O)NC[C@H]2O[C@@H](n3cnc4c(N)ncnc43)[C@H](O)[C@@H]2O)cc1,-5,8
Cc1ccc2oc(Nc3nc(C)c(C)c(C)n3)nc2c1,-3,3

# At a glance, some entries already given:
SMILES,H9c2 TAG inh,H9c2 TAG inh DAPI viability
O=C(Nc1ccon1)c1nc[nH]c1C(=O)N1CCN(c2ccccc2)CC1,-6,3
CCCNC(=O)c1cc(C2CCCCN2S(=O)(=O)c2ccc(F)cc2F)on1 (stereo unspecified),-6,2
c1ccc(-n2c(-c3ccco3)nnc2-c2ccco2)cc1,4,-10
CCOC(=O)C1C(=O)CC(C)(O)C(C(=O)OCC)C1c1cccc(OC(F)(F)C(F)F)c1 (stereo unspecified),-22,-2
Cc1ccc2nc(N3C(=O)C(O)=C(C(=O)c4cc5ccccc5o4)C3c3cccs3)sc2c1 (stereo unspecified),0,8
NS(=O)(=O)c1ccc(N=Nc2c(O)ccc3ccccc23)cc1,-15,10
Cc1nc2sc3c(c2c(=O)n1N)CCC3,-5,12
O=C(c1ccccc1)N1CCc2ccccc21,-7,5
CCOC(=O)c1csc(NC(=O)CSc2nnnn2CC)n1,7,-7
O=C1[C@H]2CC3CCC2(O3)[C@@H]2OCCCN12 (stereo partly specified),10,-8
COc1ccc(C(C)=O)cc1COc1ccc(-n2cnnn2)cc1,2,-12
CN(C)S(=O)(=O)c1ccc(Cl)c(C(=O)OCC(=O)NNC(=O)c2cccs2)c1,10,8
O=C(CC1C(=O)NCCN1Cc1cccc(C(F)(F)F)c1)NC1CCCCCC1 (stereo unspecified),18,-9
CCC1(C(=O)OC)NC(c2ccco2)C2C(=O)N(c3ccccc3)C(=O)C21 (stereo unspecified),-1,-10
CCOc1ccc(CSCCNC(=S)Nc2ccc(OC)cc2)cc1,-23,2
Oc1ccc(-n2cnnn2)cc1,12,6
CCc1nnc(NC(=O)CSc2nc3c(cc2C#N)CCC3)s1,-32,28
CC1CCCN(C(=O)COC(=O)COc2ccc(Cl)cc2)C1 (stereo unspecified),-10,-5
Fc1ccc(CN2C3=NCCCN3c3ccccc32)cc1,-19,13
Cc1ccc(OCCc2csc(N)n2)cc1,-1,-3
N#CC1=C(N)OC2=C(C(=O)CCC2)C1c1cc2c(cc1Cl)OCO2 (stereo unspecified),8,-8
Cc1cccc(NC(=O)c2cc(S(=O)(=O)N3CCCCC3)c[nH]2)c1,-13,-7
O=C1OC(Oc2ccc(Br)cc2)(c2ccccc2)c2ccccc21 (stereo unspecified),-31,7
Cc1cc(C(=O)N/N=C/c2ccc([N+](=O)[O-])o2)c(C)o1,-7,18
FC(F)(F)c1nnc2ccc(N3CCOCC3)nn12,-7,-1
N#Cc1ccc(S(=O)(=O)NC[C@H]2O[C@@H](n3cnc4c(N)ncnc43)[C@H](O)[C@@H]2O)cc1,-5,8

# Other records:
SMILES,H9c2 TAG inh,H9c2 TAG inh DAPI viability
COc1cc(NC(=O)CN2CC(c3ccccc3)CC2=O)cc(OC)c1 (stereo unspecified),-5,1
COc1ccc(-c2csc(NC(C)c3nc4cc(Cl)c(N5CCCCC5)cc4n3CCOCCO)n2)cc1 (stereo unspecified),20,-3
O=C(c1cnn(-c2ccccc2)c1-n1cccc1)N1CCN(C2CCCCC2)CC1,0,-2
Cc1ccc(C)c2[nH]c(=O)c(C(c3nnnn3CCc3ccccc3)N3CCOCC3)cc12 (stereo unspecified),1,-10
Cc1ccc2c(c1)cc(CN(Cc1cccs1)C(=O)c1ccco1)c1nnnn12,4,-4
O=C(CSCc1ccc(Cl)cc1)N/N=C/c1ccco1,-17,-4
CN(C)c1ccc(CNS(=O)(=O)c2ccc3c(c2)C(C)(C)C(=O)N3C)cc1,-39,3
CCC(C)NC(=O)C1CCCN(S(=O)(=O)c2ccc(-n3cnnn3)cc2)C1 (stereo unspecified),-16,7
O=C(NCCC(=O)N1CCCCC1)c1ccccc1Cl,13,-4
O=C(NCCO)/C(=C/c1ccco1)NC(=O)c1ccco1,-6,-2
CCCCNC(=O)Nc1ccc(C2SCCS2)cc1,57*,-49*
Cc1cccc(NC(=S)NCc2ccccc2Cl)c1C,-5,-13
CC(C)c1ccc(NC(=O)C2CSC3(C)CCC(=O)N23)cc1 (stereo unspecified),0,7
CC(C)OCCCN1CN(S(=O)(=O)c2ccccc2)c2nc3ccccc3nc21,-3,-4
Cc1ccccc1C(=O)N1CCc2c([nH]c3ccccc23)C1C(F)(F)F (stereo unspecified),1,2
CN1/C(=C\C(=O)c2cccnc2)C(C)(C)c2ccccc21,-12,6
CCCn1nc(C(=O)Nc2nnc(CC)s2)c2ccccc2c1=O,-2,4
C[C@H]1CN([C@@H](C)CO)S(=O)(=O)c2ccc(-c3cncnc3)cc2O[C@H]1CN(C)C(=O)NC1CCCC1,0,-11
O=C1NC(=S)S/C1=C\c1cccc([N+](=O)[O-])c1,-7,0
O=C(CCc1nc2ccccc2c(=O)[nH]1)NNC(=O)COc1cccc(F)c1,20,-3
N#CCCN(C(=O)COC(=O)c1cccc(S(=O)(=O)N2CCCC2)c1)c1ccc(F)cc1,10,-1
CCNC(=O)N(C)C[C@H]1N[C@@](C)(C(=O)OC)[C@H]2C(=O)N(C)C(=O)[C@@H]12,-7,6
O=C(NCC(c1ccco1)N1CCc2ccccc21)c1ccccc1 (stereo unspecified),21,-4
CCO[C@@H]1OC(C(N)=O)=C[C@H](c2ccc3c(c2)OCO3)[C@H]1CCCO,15,-1
COc1ccc(/C=C(/NC(=O)c2ccccc2)C(=O)NCCN2CCOCC2)cc1OC,-22,6
# Remaining list, next part.
SMILES,H9c2 TAG inh,H9c2 TAG inh DAPI viability
CC12CN3CCN(CC(C3)/C1=N/N=C/c1cccc([N+](=O)[O-])c1)C2,12,-1
CC(Nc1n[nH]c(=O)[nH]c1=O)C(=O)N/N=C/c1ccccc1 (stereo unspecified),-3,7
Cc1cc(C)n(CCN(C)C(=O)c2cc(COc3c(F)cccc3F)on2)n1,-10,0
CSc1nnc(CNS(=O)(=O)c2ccc(Br)cc2)n1C,-4,3
CCNC(=O)NC(=O)C(C)OC(=O)CNS(=O)(=O)c1c(Cl)cc(Br)cc1Cl (stereo unspecified),12,-2
CN(C)c1ccc(NC(=O)C2CCCN(S(=O)(=O)c3ccccc3)C2)cc1 (stereo unspecified),6,-6
Cc1[nH]nc(SCC(=O)N2CCOCC2)c1[N+](=O)[O-],2,6

# Screening data (PubChem BioAssay)

# A portion of the library; the hit share may differ from the screen's.
